Screening data from PubChem BioAssay.
N370S GC mod – qHTS Assay for Inhibitors and Activators of N370S glucocerebrosidase as a Potential Chaperone Treatment of Gaucher Disease. Lysosomal acid glucosylceramidase (Homo sapiens), P04062. N370S GC spleen homogenate, 4MU-glucoside fluorescence. Potency, µM (highest dose often 59.4 µM), without a hit: top-dose activity change, negative = inhibition, hits mostly inhibitors. 330,000 tested, 0.092% active;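 also: 0% = full enzyme activity and -100% = no enzyme basal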
FEN1 inh – qHTS Assay for the Inhibitors of Human Flap endonuclease 1 (FEN1); P39748; Recombinant FEN1 flap cleavage, fluorescence, 15 min; Potency, µM (titrated, usually from 114 µM), inactives show at the top dose activity change, negative = inhibition, most hits filed as inhibitors; 390,000 tested, 0.35% active; AID 588795, 2011; also: nearly all actives have a fitted effect of over 65% in size
Target sequence (P39748 whole entry, looked up): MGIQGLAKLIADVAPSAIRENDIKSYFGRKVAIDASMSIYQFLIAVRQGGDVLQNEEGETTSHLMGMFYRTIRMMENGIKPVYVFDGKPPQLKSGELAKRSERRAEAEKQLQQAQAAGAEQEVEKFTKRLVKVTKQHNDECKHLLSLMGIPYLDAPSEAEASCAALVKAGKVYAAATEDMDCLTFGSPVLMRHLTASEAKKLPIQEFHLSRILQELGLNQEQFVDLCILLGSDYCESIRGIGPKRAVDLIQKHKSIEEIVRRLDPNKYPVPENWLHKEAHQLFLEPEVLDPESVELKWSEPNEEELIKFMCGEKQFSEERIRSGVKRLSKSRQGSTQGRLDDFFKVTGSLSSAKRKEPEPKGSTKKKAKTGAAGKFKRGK
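Recombinant FEN1 (10 nM) was preincubated with pin-transferred compounds for 15 min at room temperature, then flap DNA substrate (50 nM final) was added. Plates were read at 0 and 15 min, and normalized concentration–response data were fitted to a four-parameter Hill equation.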
TDP1 inh – qHTS Assay for Inhibitors of Tyrosyl-DNA Phosphodiesterase (TDP1) | Tyrosyl-DNA phosphodiesterase 1 (Homo sapiens), Q9NUW8 | recombinant TDP1, AlphaScreen DNA substrate cleavage | Potency, µM (titrated, usually from 130 µM), without a hit: at the highest dose activity change, negative = inhibition, actives largely listed as inhibitors | 350,000 tested, 0.28% active | AID 485290, 2010; also: nearly all actives have a fitted effect of over 40% in size
Target sequence (Q9NUW8 whole entry, looked up): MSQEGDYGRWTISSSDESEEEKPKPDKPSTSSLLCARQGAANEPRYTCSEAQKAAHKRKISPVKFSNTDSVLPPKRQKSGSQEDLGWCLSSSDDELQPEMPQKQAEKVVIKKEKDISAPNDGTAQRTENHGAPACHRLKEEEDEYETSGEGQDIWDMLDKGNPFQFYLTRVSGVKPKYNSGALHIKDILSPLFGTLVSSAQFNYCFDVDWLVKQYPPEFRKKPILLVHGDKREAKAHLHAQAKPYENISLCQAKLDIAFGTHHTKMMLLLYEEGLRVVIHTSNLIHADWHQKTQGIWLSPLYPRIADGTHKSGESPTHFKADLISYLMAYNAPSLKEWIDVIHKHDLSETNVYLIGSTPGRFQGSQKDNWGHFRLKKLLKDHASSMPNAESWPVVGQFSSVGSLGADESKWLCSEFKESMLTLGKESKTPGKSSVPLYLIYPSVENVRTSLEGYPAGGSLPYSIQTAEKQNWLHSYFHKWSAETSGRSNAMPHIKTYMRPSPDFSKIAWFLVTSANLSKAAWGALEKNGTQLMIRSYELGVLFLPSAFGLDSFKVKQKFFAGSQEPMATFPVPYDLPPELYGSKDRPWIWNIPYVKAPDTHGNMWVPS
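Tdp1 1 nM final; 15 min RT w/ cpd; substrate 15 nM, 5 min; beads 10 ug/ml, 10 min; AlphaScreen read. Neg ctrl: no enzyme.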
* marks the source's active call; other numbers are inactive results; ? = inconclusive; / = not tested or not shown; & = joins results of further samples; [ ] = another dose, or the depositor's remark. Calls follow the shape of the dose curve; as a rule, active = well fitted curve in the direction sought with a large enough effect; inconclusive = small, poorly fitted or top-dose-only effect, or another doubt; inactive = no such curve, though single readings can be large; an effect the other way counts as inactive or inconclusive. Unless noted, % is scaled to controls: 0 for no effect and ±100 for the full control effect; potency is read from the fitted curve at half-maximal effect.

Results follow in this order: N370S GC mod, FEN1 inh, TDP1 inh
O=C(Nc1ncccc1O)c1ccc(Cl)c(S(=O)(=O)N2CCCCCC2)c1
 : 1%, 2%, 1%
CC(C)c1ccc(NC2CCCN(C(=O)CCN3CCCO3)C2)cc1 (stereo not drawn)
 : -3%, 22%, 2%
COc1ccc(CCNC(=O)c2cc(-c3ccccn3)nc3ccccc23)cc1
 : /, -1%, 2%
Cc1cccc(C)c1N(Cc1ccccc1F)S(C)(=O)=O
 : 7%, -1%, 5%
CCOC(=O)c1nn(-c2ccccc2)c2nc(-c3ccc(OC)cc3)c(C#N)c(=O)n12
 : ?, 6%, 0%
O=C(O)Cn1c(=O)c(-c2ccccc2)nc2ccccc21
 : ?, 4%, /
C(=N\n1cnnc1)/c1ccc(N2CCOCC2)s1
 : 0%, -2%, -4%
CCc1ccc(S(=O)(=O)c2nnn3c2nc(Nc2ccc(C)c(Cl)c2)c2sccc23)cc1
 : /, -2%, 0%
CC(C)c1ccc(C(=O)CN2C(=O)NC3(CCc4ccccc43)C2=O)cc1 (stereo not drawn)
 : /, -14%, 3%
CCOP(=O)(c1ccc(N(C)C)cc1)C(O)c1ccccc1OC (stereo not drawn)
 : 4%, 7%, 5%

More structures follow:
Results follow in this order: N370S GC mod, FEN1 inh, TDP1 inh
Fc1ccc(F)c(Nc2c3c(nc4ccc(Cl)cc24)CCC3)c1
 : /, -24%, 4%
CCOCCCNC(=O)C(NC(=O)c1ccccc1O)c1ccc(C)cc1 (stereo not drawn)
 : -3%, 3%, 3%
COc1cccc([C@@H]2Oc3ccc(OC)cc3C(=O)[C@H]2OC(=O)NCCc2ccc(OC)c(OC)c2)c1
 : -5%, /, 5%
COc1ccc(Cc2nc3ccc(C(=O)NCCc4ccc(OC)c(OC)c4)cc3o2)cc1
 : /, 17%, 2%
C/C(=C\C(=O)c1ccccc1)Nc1cccc(O)c1
 : 7%, -10%, 4%
Cn1cc(/C=C2\SC(=S)N(NC(=O)c3ccccc3Cl)C2=O)c2ccccc21
 : -4%, -15%, 8%
CCCn1c2ccccc2c2cnn(CC(=O)NC3CCC(C)CC3)c(=O)c21 (stereo not drawn)
 : 17%, -9%, 0%
CCC(C)NC(=O)c1ccc2c(c1)S(=O)(=O)c1ccccc1C2=O (stereo not drawn)
 : -10%, 2%, -1%
Cc1ccc(NC(=S)Nc2c(C)n(C)n(-c3ccccc3)c2=O)cc1
 : 8%, 19%, -5%
O=S(=O)(N/N=C/c1ccc(Cl)cc1)c1ccc(Cc2ncc(C(F)(F)F)cc2Cl)s1
 : ?, -13%, 1%

An excerpt of these results, field by field:
CC(C)c1ccc(C(=O)CN2C(=O)NC3(CCc4ccccc43)C2=O)cc1 (stereo not drawn)
- N370S GC mod: /
- FEN1 inh: -14%
- TDP1 inh: 3%
CCCn1c2ccccc2c2cnn(CC(=O)NC3CCC(C)CC3)c(=O)c21 (stereo not drawn)
- N370S GC mod: 17%
- FEN1 inh: -9%
- TDP1 inh: 0%
COc1ccc(Cc2nc3ccc(C(=O)NCCc4ccc(OC)c(OC)c4)cc3o2)cc1
- N370S GC mod: /
- FEN1 inh: 17%
- TDP1 inh: 2%
O=C(O)Cn1c(=O)c(-c2ccccc2)nc2ccccc21
- N370S GC mod: ?
- FEN1 inh: 4%
- TDP1 inh: /

Next compounds follow.
Results follow in this order: N370S GC mod, FEN1 inh, TDP1 inh
COc1ccc(S(=O)(=O)Nc2ccc(Cc3ccncc3)cc2)cc1C
 : -5%, 10%, 4%
CCC(Oc1ccccc1-c1nnc(-c2ccccc2)o1)C(=O)Nc1ccc(C(C)=O)cc1 (stereo not drawn)
 : /, 0%, 5%
CCOc1ccc(CCNC(=O)c2ccc3c(c2)N(Cc2ccc(F)cc2)CCS3)cc1
 : /, 6%, 6%
COc1cc(C2Nc3ccc4ncccc4c3C3=C2C(=O)CCC3)cc(OC)c1O (stereo not drawn)
 : -3%, -18%, 0%
O=C(Cc1ccccc1)NN1C(=O)C2C(C1=O)C1C=CC2C12CC2 (stereo not drawn)
 : -2%, 0%, 0%
O=C(Nc1ccc2nn(-c3ccccc3)nc2c1)c1ccc2c(c1)OCCO2
 : 18%, -1%, -2%
CN(C(=O)c1cccc(C#N)c1)c1nnc(C2CCCO2)s1 (stereo not drawn)
 : ?, 3%, -3%
COc1ccccc1N(CC(=O)NCCc1ccccc1)C(=O)CCC(=O)Nc1nccs1
 : 8%, 1%, 16%
COc1ccc(-c2cc(C(F)(F)F)nc(SCC(=O)NCc3cccs3)n2)cc1OC
 : 13%, -3%, 1%
C[C@H]1C2=C3C(CC[C@H]4C(OCc5ccc(F)cc5C(F)(F)F)OC[C@](C)([C@@H]34)N(C(=O)OC(C)(C)C)C2)C2COC(=O)OCC21 (stereo partly drawn)
 : -8%, /, 8%

(cont.)
Results follow in this order: N370S GC mod, FEN1 inh, TDP1 inh
Cc1ccc(/C=N\n2c(-c3ccccc3)n[nH]c2=S)s1
 : /, 3%, 5%
O=C(CC1COc2ccccc2O1)NCCc1ccccc1 (stereo not drawn)
 : ?, -3%, -4%
CCOC(=O)Cc1cnc(NC(=O)CSc2nc(C)cc(C)n2)s1
 : 4%, 0%, -4%
COc1ccc(OC)c(C(C(=O)NC2CCCCC2)N(C(=O)c2snc(C(N)=O)c2N)c2ccccc2OC)c1 (stereo not drawn)
 : ?, -1%, /
O=S(=O)(c1cccs1)N1CCC(Cc2ccccc2)CC1
 : 11%, 0%, 0%
CCCCCCCCCC[Si](C)(C)CCC(=O)NC(Cc1ccc(C)cc1)c1ccccc1 (stereo not drawn)
 : -3%, /, 6%[56.1 µM]
COc1ccc(NC(=O)c2sccc2C)cn1
 : -20%, 6%, 1%
Cc1cccc(Cn2cc3c(=O)n(CC(=O)Nc4cccc(C)c4C)nc-3c3cc(F)ccc32)c1
 : /, -10%, 0%
CSc1nnc2c(n1)OC(c1cccc(O)c1Cl)Nc1ccccc1-2 (stereo not drawn)
 : /, -7%, 1%
NC(=O)c1c(NC(=O)C2COc3ccccc3O2)sc2c1CCN(Cc1ccccc1)C2 (stereo not drawn)
 : -11%, 2%, 1%

(next part)
Results follow in this order: N370S GC mod, FEN1 inh, TDP1 inh
O=C(NNC(=O)c1ccc(Br)o1)c1csc(N2CCOCC2)n1
 : /, 17%, 1%
COc1cc2nc(SCC(=O)Nc3c(C)cc(C)cc3C)n3nc(CCn4c(C)nc5ccccc54)nc3c2cc1OC
 : /, 0%, 5%
COc1ccc(NC(=O)c2cc(-c3cccs3)on2)c(OC)c1
 : 0%, -8%, 0%
COCCC(=O)Nc1ccc2c(c1)CN(C(=O)CCSC)CC2
 : 2%, 6%, /
COc1ccc(-c2nc(N=Nc3ccc(O)cc3)n[nH]2)cc1
 : -13%, 6%, 3%
CNCC(O)c1ccc(OC(=O)C(C)(C)C)c(OC(=O)C(C)(C)C)c1 (stereo not drawn)
 : -17%, -6%, /
CCN1CCN(C(=O)/C=C/c2ccc3c(c2)OCO3)CC1
 : -3%, 1%, -3%
O=C(COC(=O)CNC(=O)C1CCCCC1)Nc1ccc(Br)cc1Br
 : /, 0%, -1%[56.1 µM]
COc1ccc(-n2c(COc3ccc(C)cc3)nnc2SCC(=O)O)cc1
 : 4%, 3%, 4%
COc1ccc(CCNC(=O)CN2C(=O)C3(OCCCO3)c3ccccc32)cc1OC
 : 5%, 15%, 4%

(continued)
Results follow in this order: N370S GC mod, FEN1 inh, TDP1 inh
C/C(=N\NC(=O)Cn1cnc2ccccc21)c1cccs1
 : -11%, -1%, 1%
Cc1ccc(C(C(=O)NC2CCCC2)N2CCCCC2)cc1 (stereo not drawn)
 : -8%, -4%, 0%
Cc1nn(-c2nnc(NC3CCCCC3)nn2)c(C)c1Br
 : -1%, 0%, 8%
NC(=O)c1ncn(C2OC(CO)C(O)C2O)c1N (stereo not drawn)
 : -1%, /, 2%&13%
O=C(CCN1C(=O)C2CC=CCC2C1=O)Nc1nccs1 (stereo not drawn)
 : -14%, -1%, 4%
Cc1n[nH]c(C)c1CN(C)C(=O)C1CCC(=O)N(CC2CCCCC2)C1 (stereo not drawn)
 : -6%, 0%, 0%
Cn1nc(C(=O)Oc2cc(=O)n(C)c3ccccc23)c2ccccc2c1=O
 : 2%, ?, -8%
CC1CCC2(CC1)NC(=O)N(CC(=O)Nc1cccc(S(=O)(=O)N3CCCC3)c1)C2=O (stereo not drawn)
 : /, 6%, 0%
O=[N+]([O-])c1ccc(C(O)CNC(=S)Nc2ccccc2)cc1 (stereo not drawn)
 : 3%, -6%, 5%
CCOc1ncccc1C(=O)N1CCN(c2ccc(C(F)(F)F)cn2)CC1
 : -9%, 3%, -4%

Further compounds follow:
Results follow in this order: N370S GC mod, FEN1 inh, TDP1 inh
COc1ccc(NC(=O)C2CCCN2C(=O)NC2CCCCC2)c(OC)c1 (stereo not drawn)
 : 4%, -9%, /
COc1ccc(CN2CCN(C(C)C(=O)N(C)Cc3cccc(F)c3)CC2)cc1OC (stereo not drawn)
 : -23%, -14%, /
CCn1cc(C(=O)NCc2cccnc2)c2cc(OC)c(OC)cc2c1=O
 : -6%, -1%, 1%
CN(C)C(=O)/C(=C\c1cccc(Oc2ccccc2)c1)NC(=O)c1ccccc1
 : 6%, -1%, 3%
C(=C\n1nnc2ccccc21)/c1ccc[nH]1
 : 1%, ?, /
C=CCc1ccccc1OCCn1ccnc1
 : 2%, 39%[activator], -3%
CCOC(=O)N1CCN(C(=O)C2CCN(S(=O)(=O)CC)CC2)CC1
 : -22%, -2%, 5%
COC(=O)c1ccc(/C=C(\C#N)c2nc3ccccc3s2)cc1
 : -3%, 12%, 4%
COCCCNC(=O)CCNS(=O)(=O)c1ccc(C)cc1
 : 6%, 9%, 5%
CC(NC(=S)Nc1ccccc1)C1COc2ccccc2O1 (stereo not drawn)
 : 6%, -7%, -4%

Further structures
Results follow in this order: N370S GC mod, FEN1 inh, TDP1 inh
Cc1ccc(NS(=O)(=O)c2cccc(C(=O)Nc3c(C)n(C)n(-c4ccccc4)c3=O)c2)cc1
 : -13%, -7%, 0%
Cc1c(S(=O)(=O)c2ccccn2)c(N)n(Cc2ccccc2)c1C
 : -6%, 1%, /
O=C(CCNC(=O)Cn1ccc2ccccc2c1=O)NCCN1CCc2ccccc2C1
 : 7%, 7%, -2%
COc1ccc(-c2cc(C(F)(F)F)n3nc(C(=O)NCc4ccco4)c(Cl)c3n2)cc1
 : 3%, 7%, -3%
CCOC(=O)C1C(C#N)=C(N)OC(C)=C1c1ccncc1 (stereo not drawn)
 : -2%, -3%, 4%
O=C(O)c1cc(C(=O)O)c(-c2ccccc2)c(C(=O)O)c1
 : 5%, 5%, 3%
CCN(CC)CCCNC(=O)Cn1cc2c(n1)CCC(C)C2 (stereo not drawn)
 : -1%, -3%, 3%
C=CCO/N=C/C1C(=O)CC(C)(C)CC1=O
 : 0%, 3%, 2%
O=c1c(-c2cccc([N+](=O)[O-])c2)[n+]([O-])c2ccccc2n1O
 : -9%, 16%, /
Cc1cc(C)c(C)c(OCC(=O)O/N=C(\N)c2ccccn2)c1
 : 23%, -8%, -4%

Further results follow.
Results follow in this order: N370S GC mod, FEN1 inh, TDP1 inh
O=C(O)c1ccc(CNC(=O)c2ccc3c(c2)C(=O)N(Cc2cccnc2)C3=O)cc1
 : 2%, 15%, 7%
COc1ccc(Cl)cc1N1C(=O)C2CCCN2C1c1ccc(F)cc1 (stereo not drawn)
 : -5%, 15%, 6%
CCOC(=O)C1=C(Nc2ccc(C)cc2)CC(C)(O)C(C(=O)OCC)C1c1ccccc1 (stereo not drawn)
 : 4%, 5%, -6%
CCc1ccccc1N(c1nc(-c2ccc(OC)c(OC)c2)no1)c1nc(-c2ccc(OC)c(OC)c2)no1
 : /, -14%, -4%
O=C(Nc1cccc(-c2nc3ncccc3o2)c1)c1cc2ccccc2o1
 : ?, -14%, -5%
Cc1ccsc1C(=O)OCC(=O)c1ccc[nH]1
 : /, 8%, 1%
Cc1cc(C)c(S(=O)(=O)c2ccccc2C(C)C)c(=O)[nH]1
 : -6%, 10%, /
Cc1[nH]c(=O)[nH]c(=O)c1S(=O)(=O)N1CCN(c2cccc(Cl)c2)CC1
 : 8%, -10%&0%, 2%&7%
Cc1cc(C)nc(SCc2ccc(C(=O)N/N=C/c3cccc(O)c3O)cc2)n1
 : -6%, -7%, -2%
COc1ccccc1Sc1ccccc1/C=N/NC(N)=O
 : -3%, -2%, -2%

Next records
Results follow in this order: N370S GC mod, FEN1 inh, TDP1 inh
COc1ccccc1Nc1nc(NCCC(C)C)nc(N)c1[N+](=O)[O-]
 : 5%, -20%, 1%
COCC1CCN(C(=O)c2cc(COc3cccc4cnccc34)on2)CC1
 : 0%, -2%, 5%
Cc1ccc(C(=O)c2sc(Nc3ccc(F)cc3)c(C#N)c2N)cc1
 : /, 9%, 10%
Cc1cc(N)nc(SCC(=O)N2C(C)CCCC2C)n1 (stereo not drawn)
 : -1%, 2%, 2%
COc1ccccc1-c1coc2c(CN3CCCCC3C)c(O)ccc2c1=O (stereo not drawn)
 : ?, 16%, /
